Screens deposited in PubChem by Sanford-Burnham Center for Chemical Genomics.
SENP7 inh – SENP7 protease inhibitors, primary screen, biochemical, luminescence, uHTS. recombinant SENP7, Z-RLRGG-aminoluciferin luminescence, 40 min. inhibition, % at 5 µM. 330,000 compounds, 1.5% hits. AID 434973, 2010;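 active means inhibition above about 50% at the single test dose, limit read from the data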;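 further: plate controls were DMSO with enzyme for no effect and no enzyme buffer wells for full effect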
Target sequence (Q9BQF6 706-1050 limits assumed): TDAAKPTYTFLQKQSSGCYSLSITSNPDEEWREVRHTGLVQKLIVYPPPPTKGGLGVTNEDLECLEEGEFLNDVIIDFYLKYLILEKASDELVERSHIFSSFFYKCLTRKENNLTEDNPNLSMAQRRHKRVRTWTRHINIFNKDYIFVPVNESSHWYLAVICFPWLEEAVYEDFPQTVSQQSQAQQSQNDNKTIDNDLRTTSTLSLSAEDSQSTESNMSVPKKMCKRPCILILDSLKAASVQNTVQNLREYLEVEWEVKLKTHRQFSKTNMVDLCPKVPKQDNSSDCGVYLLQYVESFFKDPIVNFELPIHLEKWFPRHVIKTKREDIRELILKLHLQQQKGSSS
NALP3 yeast inh – NALP3 inflammasome inhibitors in reconstituted yeast, primary screen, luminescence, uHTS; Yeast reconstituted NLRP3/ASC/caspase-1, beta-gal luminescence, 24 h; inhibition, % at 10 µM; 330,000 compounds, 0.39% hits;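 active means inhibition of 50% or more; inactive means inhibition below 50%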;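 further: plate controls were induced DMSO wells for no effect and uninduced yeast grown without galactose for full effect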
Apaf-1 inh – inhibitors of human Apaf-1 apoptosome, primary screen, biochemical, DEVD-Rh110 fluorescence, uHTS | Apoptotic protease-activating factor 1 (Homo sapiens), O14727 | 330,000 compounds, 0.71% hits | inhibition, % at 20 µM | reconstituted apoptosome caspase-3 activity | AID 489030, 2010; active means inhibition of at least 40% at 20 µM;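 further: plate controls were DMSO wells for no effect and DEVD-CHO caspase inhibitor wells for full effect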
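Assay system: Apoptosome proteins | Medium: pH 7.5 Hepes buffer with CHAPS, BSA, DTT | Also added: Cytochrome c and DEVD-Rh110 substrate | Times: 30 min plus 50 min, RT | Detection: Rhodamine 110 fluorescence at Ex 480/Em 540 nm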
SENP8 block-1 – SENP8 protease inhibitors, primary screen, biochemical, luminescence; inhibition, % at 10 µM; 330,000 compounds, 1.2% hits; AID 2540, 2010; purified SENP8, Z-RLRGG-aminoluciferin cleavage; Sentrin-specific protease 8 (Homo sapiens), Q96LD8; in the data active means inhibition above about 50%
Target sequence (Q96LD8 whole entry, looked up): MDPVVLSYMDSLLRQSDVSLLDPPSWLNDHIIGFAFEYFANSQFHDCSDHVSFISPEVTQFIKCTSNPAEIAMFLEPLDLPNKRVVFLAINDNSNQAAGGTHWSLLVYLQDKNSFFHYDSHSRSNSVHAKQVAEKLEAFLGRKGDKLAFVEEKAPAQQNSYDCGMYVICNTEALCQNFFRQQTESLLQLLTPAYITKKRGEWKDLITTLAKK
SENP6 block – SENP6 protease inhibitors, primary screen, biochemical, luminescence, uHTS | Sentrin-specific protease 6 (Homo sapiens), Q9GZR1 | inhibition, % at 10 µM | Recombinant SENP6 catalytic domain, aminoluciferin luminescence | AID 2599, 2010 | 330,000 compounds, 1.8% hits;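 active means inhibition above about 50% at the single tested dose, limit read from the data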;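 further: plate controls were DMSO wells with enzyme for no effect and DMSO wells lacking enzyme for full effect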
SENP8 block-2 – human SENP8 protease inhibitors, primary screen, biochemical, fluorescence, Nedd8 protein substrate, uHTS | inhibition, % at 20 µM | AID 602440, 2012 | 360,000 compounds, 0.64% hits | recombinant SENP8; in the data active means inhibition mostly above about 40%, no sharp cut-off; inactive means mostly below about 27%
SENP1 inh – human SENP1 catalytic domain inhibitors, primary screen, biochemical, FRET, uHTS | AID 624204, 2012 | Sentrin-specific protease 1 (Homo sapiens), Q9P0U3 | 360,000 compounds, 0.21% hits | inhibition, % at 10 µM | recombinant SENP1 catalytic domain, CyPet-SUMO1-YPet FRET cleavage;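 active means inhibition at least 30% at 10 µM, raw YFP signal under a set limit, fluorescence ratio 0.5 to 1.5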;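 further: 0% = enzyme with DMSO and 100% = no enzyme wells; some results filed as inactive read as strong as hits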
Target sequence (Q9P0U3 419-644 limits assumed): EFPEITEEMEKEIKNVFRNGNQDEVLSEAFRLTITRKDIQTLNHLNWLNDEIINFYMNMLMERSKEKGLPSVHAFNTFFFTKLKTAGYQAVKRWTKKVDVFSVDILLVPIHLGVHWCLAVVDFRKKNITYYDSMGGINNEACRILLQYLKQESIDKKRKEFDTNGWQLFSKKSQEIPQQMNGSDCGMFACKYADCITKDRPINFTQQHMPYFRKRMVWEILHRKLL
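Test system: recombinant human SENP1 catalytic domain, His6-tagged / Medium: pH 8 Tris buffer with EDTA, NaCl, BME, BSA, NP40, catalase / Also added: SUMO1 FRET substrate flanked by Cypet and Ypet, 25 nM / Times: 50 min reaction at room temperature / Signal: FRET, CFP and YFP emission / Control set: no-enzyme low control and enzyme-plus-DMSO high control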
PfGluPho inh – PfG6PD enzyme inhibitors, primary screen, biochemical, fluorescence intensity, uHTS. 350,000 compounds, 0.78% hits. glucose-6-phosphate dehydrogenase-6-phosphogluconolactonase (Plasmodium falciparum 3D7). inhibition, % at 20 µM. PfGluPho enzyme, NADPH resazurin-diaphorase fluorescence;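 active means inhibition reaching at least a set limit at 20 µM in the primary screen, cut at about 59% in these data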;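 further: 0% = DMSO wells with substrate and 100% = DMSO wells lacking glucose-6-phosphate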
HKDC1 inhibitor – HKDC1 hexokinase inhibitors, primary screen, biochemical, fluorescence, uHTS. Q2TB90. recombinant HKDC1, G6PDH/diaphorase resazurin coupled fluorescence. 340,000 compounds, 0.16% hits. inhibition, % at 20 µM. AID 493160, 2011;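 active means inhibition above about 35% when tested at 20 µM, limit read from the data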;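 further: plate controls were DMSO wells with enzyme for no effect and DMSO wells lacking enzyme for full effect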
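Assay system – recombinant HKDC1 (HK5) hexokinase enzyme, produced in-house · Input – HKDC1 at 5 µg/mL · Reagent – glucose plus 1 mM ATP as hexokinase substrates · Timing – 90 min reaction incubation at room temperature, dark · Measured by – G6PDH/diaphorase-coupled fluorescence, 1 mM NADP, 100 µM resazurin, 525/613 nm · Benchmarks – DMSO-enzyme wells negative, buffer-substituted wells positive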
The depositor's hits bear a star; . = not tested or not shown.

Start of the listing, in advance:
Values run as follows: SENP7 inh, NALP3 yeast inh, Apaf-1 inh, SENP8 block-1, SENP6 block, SENP8 block-2, SENP1 inh, PfGluPho inh, HKDC1 inhibitor
Cc1nc(NC(=O)c2csc3ccccc23)sc1C
  77.1*, 28.8, 11.6, 50.3*, 69.4*, -4.4, 1.9, 39.0, -7.3
N#CC1=C(N)C(C#N)(C#N)C(c2cccnc2)C2CC(c3ccccc3)CC=C12 (stereo not given)
  8.9, 17.8, 13.1, -4.0, -11.7, -356.9, -13.8, -8.3, 3.9

The listing, repeating the preview:
Values run as follows: SENP7 inh, NALP3 yeast inh, Apaf-1 inh, SENP8 block-1, SENP6 block, SENP8 block-2, SENP1 inh, PfGluPho inh, HKDC1 inhibitor
Cc1nc(NC(=O)c2csc3ccccc23)sc1C
  77.1*, 28.8, 11.6, 50.3*, 69.4*, -4.4, 1.9, 39.0, -7.3
N#CC1=C(N)C(C#N)(C#N)C(c2cccnc2)C2CC(c3ccccc3)CC=C12 (stereo not given)
  8.9, 17.8, 13.1, -4.0, -11.7, -356.9, -13.8, -8.3, 3.9
Cc1cc2ccccn2c1C(=O)c1nc(NCc2ccccc2)ncc1Cl
  -7.0, 16.9, 16.0, -8.3, -12.7, 13.0, -1.1, -13.2, 17.3
O=C(Nc1cccc(-n2cccn2)c1)C1CCCN(Cc2cc3ccccc3[nH]2)C1 (stereo not given)
  -0.7, 22.0, 12.7, 3.5, 11.4, -56.3, -67.6, 22.3, -2.4
COc1ccc(CNc2cccc(C)n2)c(O)c1
  2.1, 22.4, -12.9, -4.5, -3.3, 17.1, 1.1, 0.9, -1.4
Cc1ccc(Oc2cc(N3CCOCC3)nc(-c3ccccc3)n2)cc1
  4.8, 7.4, 15.0, -1.6, 1.2, 8.3, 1.6, 4.3, -6.2
CN(C)CCNC(=S)Nc1ccc(F)c(F)c1F
  2.9, 11.9, -3.0, 3.6, -18.5, 14.7, 1.4, 4.8, -11.9
C#Cc1ccc([C@@H]2C=C(C(=O)NCc3ccccc3)O[C@H](OCCCCO)C2)cc1
  -0.9, 8.9, 22.0, -1.3, 7.8, -115.5, -2.3, 3.3, 4.4
COCCn1c(SCc2ccc(C(=O)OC)o2)nnc1-c1c[nH]c2ccccc12
  -3.5, 13.4, 2.9, 0.5, -18.2, 11.4, -1.9, 7.7, 1.2
CCc1nn(CC(=O)NCCCN2CCN(C)CC2)c(=O)c2cc3sc(C)cc3n12
  -0.1, 18.5, -6.5, -11.1, 5.9, 1.1, 0.6, 3.3, -2.8
COc1ccc(S(=O)(=O)Oc2ccc3c(c2)O/C(=C\c2cccnc2)C3=O)cc1
  -3.6, 3.2, 25.2, 3.2, 8.9, 17.8, 1.0, 21.2, 4.7
O=C(CSc1nnc(-c2cccnc2)o1)OC1CCCCC1
  -1.5, 34.2, 4.4, 1.7, -1.8, 9.1, 0.4, 7.6, 7.3
CC1CCCCC1NC(=O)c1cn(C)c2ccc(S(=O)(=O)N3CCOCC3)cc2c1=O (stereo not given)
  3.7, 7.5, -6.0, -10.2, -0.1, 7.0, 2.3, 11.2, -4.7
Cc1coc2c1c(C)cc1oc(=O)c(CC(=O)NCCCN3CCCC3=O)c(C)c12
  3.5, 9.0, 8.7, -2.4, 9.3, -210.3, 2.9, 5.1, 4.5
CCC1(CC)NC(=O)N(CC(=O)NC(=O)NCc2ccccc2)C1=O
  2.4, 22.4, -2.3, 2.3, 16.4, 7.0, 0.6, -7.7, -4.6
CCCCOC(=O)C1CCC[C@@H](C)N1 (stereo not given in full)
  -2.6, 13.2, 8.7, -5.3, -8.4, 35.1, 1.9, 21.8, -4.1
COCCCNc1nc2nonc2nc1N1CCN(C2CCCC2)CC1
  10.1, -4.1, -14.5, -2.8, 8.2, 4.2, -5.9, 15.5, -5.0
CCCOc1cccc(C(=O)NCCNC(=O)c2ccc(C)nc2)c1
  0.0, 0.5, -1.5, -3.1, 0.3, 5.0, 2.7, 7.9, -4.1
OC1CCCN(C(=S)NCc2ccccc2)C1 (stereo not given)
  -5.9, 15.4, 4.4, -2.9, -0.8, 11.5, 1.2, 12.2, -14.2
CCN(CC(=O)NCc1ccc(Cl)cc1)C(=O)/C=C/c1cc(OC)c(OC)c(OC)c1
  -7.9, 10.4, -3.2, 5.7, -30.0, -206.1, 2.9, 21.1, -5.3
CC(=O)NC(CC(C)C)C(=O)NC(CO)C(=O)NC(CCC(=O)O)C(=O)NC(C)C(=O)NC(CC(C)C)C(N)=O (stereo not given)
  2.0, 18.9, -1.5, -0.1, -0.2, 10.7, 3.3, 0.8, -1.4
Cn1c(=O)oc2cc(S(=O)(=O)CCC(=O)Nc3ccccc3)ccc21
  -1.7, 8.1, -5.3, 2.1, 4.3, 6.4, 1.9, 3.4, -1.3
COCCCn1c(SCC(=O)Nc2ccc3c(c2)OCCO3)nnc1-c1ccoc1C
  -9.7, 16.1, 13.8, -2.6, -4.1, 8.2, 1.1, -8.0, -1.7
Cc1cc(C)n(C(=O)Cn2nc(C(F)F)cc2C)n1
  0.6, 15.1, 3.8, 6.7, 2.0, 18.3, 2.0, -2.9, 13.3
O=C(COc1ccc(Cl)cc1)N1CCN(c2ccc([N+](=O)[O-])c(N3CCOCC3)c2)CC1
  3.3, 9.7, 13.6, -6.2, -6.0, 25.3, 3.7, 23.5, -1.3
COc1ccc(-c2csc(NC(=O)COC(=O)C3=COCCO3)n2)cc1
  7.6, 12.8, -10.7, 3.9, 1.2, 14.6, -2.5, 2.7, -6.9
O=C1C(Cl)=C(N2CCN(c3ccccc3[N+](=O)[O-])CC2)C(=O)c2ccccc21
  ., ., ., ., ., 60.6*, 4.2, 16.9, 40.0*
O=C(O)c1cccc(-n2cnnn2)c1
  4.8, 0.8, 0.7, 0.9, 0.8, 12.5, 3.1, 1.3, -3.3
CCSc1nnc(C)n1-c1ccc(C(=O)O)cc1
  -0.7, 2.6, 4.7, 4.4, 4.8, 13.3, 1.0, 26.6, 3.6
Nc1c(-c2ccccc2)nnn1Cc1ccccc1
  -0.1, 13.0, 1.2, -4.6, -0.5, -0.8, 1.1, -1.1, -5.1
Cc1cccc(C)c1NC(=O)CN(C)C(=O)COc1cccc2c1OC(C)(C)C2
  2.4, 18.0, 6.3, 0.1, -0.6, 10.2, 0.2, -10.1, -2.0
CCCNc1nc(C)cc(-c2cc(-c3ccccc3)on2)n1
  0.4, 15.6, 12.5, -9.0, -9.8, -483.4, 0.2, 11.7, 0.3
COCc1ccccc1Cn1cnc2c1c(=O)n(C)c(=O)n2C
  3.2, 14.6, 4.6, -1.9, -7.7, 17.3, 0.7, -3.8, -1.0
CCN(CC(=O)NCc1cccs1)S(=O)(=O)c1cc(NC(C)=O)ccc1OC
  -7.5, 12.0, 2.7, -8.8, -12.9, 5.1, 0.5, -20.7, 1.8
O=C1c2ccccc2C(=O)N1CCc1csc(-c2cccc(F)c2)n1
  -0.3, 25.3, 5.2, 2.2, 0.0, 3.2, 3.6, 44.5, 3.2
CCC(C(=O)N1CCOCC1)n1nc(C)n2c(cc3cc(C)ccc32)c1=O (stereo not given)
  7.3, 9.2, 5.7, -2.5, -2.3, -231.5, 1.0, -5.7, -6.5
Cc1c(C(=O)NC2CC2)oc2ccc(S(=O)(=O)N3CCCCCC3)cc12
  -2.3, 0.8, 18.3, -2.8, -15.8, 29.3, 0.0, -0.4, -0.1
CCCNC(=O)CN(c1cccc(F)c1)S(C)(=O)=O
  0.2, 6.8, -16.5, -0.8, -26.0, 23.1, 0.1, -17.0, -2.2
COc1ccc(CCC(=O)Nc2ccc(S(=O)(=O)Nc3ncccn3)cc2)cc1
  -8.4, 14.2, -9.6, 3.4, 0.2, -20.8, -1.8, -3.4, -0.7
c1csc(-c2ncc3ccccn23)c1
  -3.5, 4.1, -12.0, -5.1, -10.5, -20.5, 0.1, 13.4, -3.0
CC(C)OC(=O)c1c(NC(=O)c2cnn3c2NC(c2ccccc2)CC3C(F)F)sc2c1CCCC2 (stereo not given)
  -2.2, 0.5, -15.9, 0.2, -8.9, ., ., ., .
COC(=O)c1ccc(NC(=O)CN(c2ccc(C)cc2)S(=O)(=O)c2c(C)nn(C)c2C)cc1
  -3.9, 10.7, -1.8, 2.7, 1.4, 4.6, 1.2, 3.0, -5.3
CCOC(=O)Cc1csc(SCC(=O)Nc2cc(Cl)ccc2Oc2ccccc2)n1
  1.3, 4.7, 15.9, -5.8, -7.2, 11.7, 0.7, 0.6, 1.7
C1CCN(C2CCN(c3nc4nonc4nc3N3CCSCC3)CC2)C1
  -6.3, -4.4, -19.8, -0.5, -14.1, 19.0, -2.1, 5.0, -9.1
O=C(COC(=O)c1ccc(F)c(S(=O)(=O)N2CCOCC2)c1)Nc1ccc2c(c1)OCO2
  0.3, 14.5, 6.7, -1.7, -11.7, 4.8, 1.1, -1.8, -5.1
Cc1ccc2c(c1)[nH]c1c(=O)n(CCN3CCCCC3)cnc12
  4.2, -0.9, -7.2, -5.3, 3.6, -43.4, -1.2, 3.2, -4.0
O=C(N/N=C/c1ccncc1)c1cc2ccccc2cc1O
  13.6, 27.2, -0.8, 5.7, 28.9, 7.4, 4.2, 28.0, -1.1
CC(=O)N1CCCc2ccc(NS(=O)(=O)c3ccc(C)c(C)c3)cc21
  0.9, 10.1, 5.8, 3.2, -15.0, 6.8, 2.4, 7.9, -0.9
CC(=O)Nc1ccc(NC(=O)C(C)Sc2nnc(-c3cccs3)o2)cc1 (stereo not given)
  -0.3, 1.6, -25.7, -4.3, -5.3, 8.6, -1.5, 2.1, -4.3
O=C(NC1CCSC1=O)c1cccc(C(=O)NC2CCSC2=O)c1 (stereo not given)
  -6.0, 18.4, 3.4, 3.4, -5.6, 5.8, 2.6, -5.0, 6.9
COc1ccc(NS(=O)(=O)c2ccc(Cl)c(C(=O)O)c2)cc1S(=O)(=O)N1CCCCC1
  6.9, 1.8, 4.5, -4.0, -1.2, 5.1, 1.9, -21.3, -10.1
Cc1ccc2c(c1)N(C(C)C(=O)NCCc1ccccc1)C(=O)CO2 (stereo not given)
  -7.3, -0.9, -2.8, -14.8, -8.9, 5.7, 2.2, -9.1, -1.2
CC(=O)N/C(=C/c1ccc2c(c1)OCO2)C(=O)Nc1ccccc1
  8.7, 6.9, -14.1, 6.6, 3.9, -1.9, -0.8, 13.9, -5.7
CCN1C(=O)[C@H]2[C@@H](c3ccc(-c4ccc(F)cc4)cc3)N[C@@](Cc3ccccc3)(C(=O)OC)[C@H]2C1=O
  2.2, 18.4, 7.7, 6.4, -8.2, -2.1, -3.7, 9.4, 0.6
